Dynein cargo inh: inhibitors of GR-EGFP nuclear translocation, primary screen, dynein cargo transport inhibitor project, imaging, high-content, 3617.4 mouse cells; test concentration mostly 20 µM; stimulated with dexamethasone, 1 µM; stronger effect = lower value; z-score, hits read low; 220,000 compounds, 0.47% hits; AID 1381, 2008;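 active = plate z-score of nuclear minus cytoplasmic receptor signal below a set negative limit, without overly bright fluorescence or cell loss, cut at about -3.5 in these data, passing the limit was not always enough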;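 also: z-score of nuclear minus cytoplasmic ring GR-EGFP intensity difference per well; some compounds called inactive have numbers as strong as hits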
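Also added – dexamethasone, 1.0 µM final · Buffer or medium – tet-free, stripped-serum medium · Schedule – induction 48 h, compound 1 h, agonist 30 min · Detection – formaldehyde fixation, Hoechst nuclear stain, 10x automated fluorescence imaging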
Dynein cargo inh cytoplasmic EGFP: also measured in Dynein cargo inh; calls as there; z-score; measured here: cytoplasmic GR-EGFP intensity; stronger effect = higher value
Dynein cargo inh nuclear GR-EGFP: recorded beside Dynein cargo inh, whose call it bears; z-score; measured here: nuclear GR-EGFP intensity;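 lower value marks the stronger effect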
Dynein cargo inh cell count: second read-out of Dynein cargo inh, no call of its own (marks repeat the call); z-score; measured here: cell count per field
* hit, by the source's call. A portion of the library (hit frequency here may not be typical).

Start of the data: the first 2 compounds, to show the layout:
SMILES	Dynein cargo inh	Dynein cargo inh cytoplasmic EGFP	Dynein cargo inh nuclear GR-EGFP	Dynein cargo inh cell count
O=c1[nH]c(O)c(C=NC2CCN(Cc3ccccc3)CC2)c(=O)[nH]1	0.127	-0.428	-0.00143	-0.182
COCCn1c(-c2ccccc2)cc(C(=O)O)c1C	0.165	-0.256	0.0473	0.789

This part in full, repeating the preview:
SMILES	Dynein cargo inh	Dynein cargo inh cytoplasmic EGFP	Dynein cargo inh nuclear GR-EGFP	Dynein cargo inh cell count
O=c1[nH]c(O)c(C=NC2CCN(Cc3ccccc3)CC2)c(=O)[nH]1	0.127	-0.428	-0.00143	-0.182
COCCn1c(-c2ccccc2)cc(C(=O)O)c1C	0.165	-0.256	0.0473	0.789
CCn1ncc(/C=C2/CC3C4CC=C5CC(O)CCC5(C)C4CCC3(C)C2=O)c1C (stereo not given)	0.2	-0.207	0.0997	0.978

Whole records, looked up by structure. Order of values: Dynein cargo inh, Dynein cargo inh cytoplasmic EGFP, Dynein cargo inh nuclear GR-EGFP, Dynein cargo inh cell count
Profile of `CCn1ncc(/C=C2/CC3C4CC=C5CC(O)CCC5(C)C4CCC3(C)C2=O)c1C` (stereo not given) = 0.2, -0.207, 0.0997, 0.978
Profile of `O=c1[nH]c(O)c(C=NC2CCN(Cc3ccccc3)CC2)c(=O)[nH]1` = 0.127, -0.428, -0.00143, -0.182

From PubChem
